Bioassay records: PubChem, several laboratories
HPDE-C7 cytotoxicity = HPDE-C7 pancreatic duct cell viability loss – fluorescence, HTS (AID 430); 63,000 compounds, 1.8% hits; one-dose cytotoxicity, % at 10 µM; EC50 in µM for titrated hits; HPDE-C7 pancreatic duct cells viability, fluorescence; higher % means a stronger effect;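 further: cells exposed to compound for 48 hours before viability readout; 0% = vehicle and 100% = reference cytotoxic drug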
Spn PMK inh = blocks S. pneumoniae phosphomevalonate kinase; 65,000 compounds, 0.49% hits; inhibition, % at 10 µM; AID 539; purified PMK, PK/LDH-coupled NADH absorbance 340 nm;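 active means top-ranked compounds by inhibition in the single 10 µM screen, taking a fixed number of the strongest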;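 further: 0% = full reaction with DMSO carrier and 100% = background rate without enzyme reaction; no value below 0 was filed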
HT1080 viability = cytotoxicity in HT1080 fibrosarcoma cells, cell-based, fluorescence readout (AID 620); HT1080 viability, fluorescence; higher % means a stronger effect; one-dose cytotoxicity, % at 10 µM; EC50 in µM for titrated hits; 87,000 compounds, 0.42% hits;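 further: cells exposed to compound overnight then 4 h with Alamar Blue; 0% = vehicle DMSO and 100% = killing control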
Bfl-1 displacement = displacement of Bid BH3 peptide from Bfl-1 – biochemical, fluorescence polarization, FITC-Bid, mouse, primary screen (AID 432); displacement, % at 20 µM; hits with a dose series show IC50 in µM; 64,000 compounds, 0.02% hits; FITC-Bid BH3 peptide fluorescence polarization displacement; higher % means a stronger effect; in the data active means a potency from the dose series; inactive means the rest, 99 in 100 with displacement below about 15%; further: strong numbers were not always called active
KRASV12 cytotoxicity = cytotoxicity in KRAS-transformed pancreatic duct cells, primary screen, cell-based, fluorescence, HTS (AID 431). HPDE-C7K KRASV12 cells, Alamar Blue viability, 48 h; higher % means a stronger effect. one-dose cytotoxicity, % at 10 µM; EC50 in µM for titrated hits. 63,000 compounds, 1.7% hits;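 active means compounds whose percent cytotoxicity in the single-dose primary screen, scaled between solvent and toxic-drug controls, exceeds 50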;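 further: 0% = DMSO solvent wells and 100% = doxorubicin-treated wells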
MK inhibit = inhibitors of Streptococcus pneumoniae mevalonate kinase; purified MK, PK/LDH-coupled NADH absorbance 340 nm; inhibition, % at 10 µM; 65,000 compounds, 0.48% hits;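 active means ranked among the strongest by inhibition in the single 10 µM screen, a fixed top-ranked set picked for dose follow-up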; further: no value below 0 was filed
TNAP inhibition = human TNAP enzyme inhibitors, biochemical, luminescent (AID 518); purified TNAP enzyme, luminescent substrate readout; higher % means a stronger effect; inhibition, % at 20 µM, or IC50 in µM where a hit was titrated; 64,000 compounds, 0.09% hits; in the data active means a potency from the dose series; inactive means the rest, 99 in 100 with inhibition below about 22%;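 further: plate controls were vehicle for no effect and reference inhibitor for full effect; many of its hits are not listed in these tables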
LYP inhibition = LYP phosphatase inhibitors, primary screen, biochemical, DiFMUP fluorescence, recombinant catalytic domain, 10 µM (AID 606); 52,000 tested, under 10 active; one-dose inhibition, % at 10 µM; IC50 in µM for titrated hits; recombinant LYP catalytic domain, DiFMUP fluorescence; higher % means a stronger effect;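 active means IC50 under 40 µM in the dose-response test; inactive means IC50 of 40 µM or more, or never dose-tested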
DPM-DC inhibit = inhibitors of Streptococcus pneumoniae diphosphomevalonate decarboxylase. purified DPM-DC, PK/LDH coupled NADH fluorescence. calls only at 10 µM. 65,000 compounds, 0.49% hits. AID 556;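 active means the 320 compounds with the highest percent inhibition in the single-dose primary screen, excluding strongly autofluorescent ones, cut at about 32% in these data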;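 further: kinetic rate of NADH fluorescence loss reporting ADP formed by the decarboxylase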
Spn PMK inh pilot replicates = second read-out of Spn PMK inh, no call of its own (marks repeat the call); inhibition, %; measured here: pilot screen replicates
MK inhibit pilot replicates = second read-out of MK inhibit, no call of its own (marks repeat the call); inhibition, %; measured here: pilot screen replicates
DPM-DC inhibit pilot screen % = second read-out of DPM-DC inhibit, no call of its own (marks repeat the call); inhibition, %; measured here: pilot screen trials
Starred values were filed as active, the others as inactive; i = inactive; nt = no result given. Unless noted, no stated cut-off is given here; in the data, active means cytotoxicity above about 50%; inactive means the rest.

SMILES | HPDE-C7 cytotoxicity | Spn PMK inh | HT1080 viability | Bfl-1 displacement | KRASV12 cytotoxicity | MK inhibit | TNAP inhibition | LYP inhibition | DPM-DC inhibit | others
CN1CCc2c(sc3c2c(=O)n(-c2cccc(Cl)c2)c2nncn32)C1 | -6% | 6 | -4% | 0% | -1% | 14 | 10% | nt | i | Spn PMK inh pilot replicates=6.0;MK inhibit pilot replicates=0.0;DPM-DC inhibit pilot screen %=0.5
CC1Cc2ccccc2N1C(=O)COC(=O)Cn1nnc(-c2ccccc2)n1 (stereo not drawn) | -6% | 8 | 0% | -1% | 0% | 0 | 6% | nt | i | Spn PMK inh pilot replicates=0.0;MK inhibit pilot replicates=0.0;DPM-DC inhibit pilot screen %=1.0
COCCn1c(SCC(=O)Nc2nnc(C)s2)nnc1-c1ccncc1 | -1% | 5 | 3% | 3% | 15% | 0 | 16% | 8% | i | Spn PMK inh pilot replicates=2.5;MK inhibit pilot replicates=2.5;DPM-DC inhibit pilot screen %=2.5
CCOC(=O)c1cc(-c2ccc3c(c2)OCCO3)nc2c1c(C)nn2CCC#N | -2% | 11 | 29% | -6% | 26% | 0 | 10% | 4% | nt
COc1ccc(-n2[nH]c(C)cc2=O)cc1 | -5% | 8 | 1% | -12% | -9% | 4 | -2% | 1% | i
CC1Cc2cc(C(=O)O)ccc2O1 (stereo not drawn) | -27% | 8 | -5% | -9% | -32% | 6 | 10% | nt | i
CC(C)OC(=O)CN1C(=O)C(C)(C)Oc2ccc(C(=O)NC(C)(C)C)cc21 | 1% | 8 | -12% | -5% | 2% | 11 | 8% | -3% | i
O=C(Nc1ccccc1)OCc1ccccn1 | 7% | 10 | -11% | -3% | 3% | 11 | 8% | -1% | i
O=C(C1CC1)N1CCc2cc(S(=O)(=O)NCCC3=CCCCC3)ccc21 | -15% | 0 | -4% | -2% | -2% | 6 | 4% | 7% | i
CC(C)OC(=O)CSc1nc2ccccc2s1 | -4% | 2 | -2% | -10% | -5% | 5 | 12% | 0% | i
COc1ccc2cc(C#N)c(N3CCN(Cc4nnnn4CCC(C)C)CC3)nc2c1 | -5% | 7 | -4% | 5% | -7% | 0 | 9% | -1% | i | Spn PMK inh pilot replicates=0.0;MK inhibit pilot replicates=0.5;DPM-DC inhibit pilot screen %=0.5
COCCNC(=O)C1CC(c2cccc(OC)c2)=NO1 (stereo not drawn) | -7% | 6 | 10% | -9% | -13% | 0 | 14% | 1% | i
O=C(Nc1ccccc1OC(F)F)c1ccc(F)cc1 | nt | 5 | -2% | 2% | nt | 10 | 8% | -1% | i
CCOC(=O)c1c(NC(=O)CSc2nnc(CNc3ccc(OC)cc3)n2C)sc(C)c1C | 24% | 7 | 8% | -1% | 15% | 6 | 12% | nt | i
O=C(COC(=O)C1CC1)Nc1ccc(Oc2ccccc2)cc1 | -1% | 16 | -8% | -8% | -4% | 0 | 9% | 11% | i
Nn1c(SCC(=O)Nc2ccccc2F)nnc1-c1cccnc1 | 4% | 12 | 1% | -8% | -3% | 5 | 0% | 18% | i
Cc1cc(C)cc(NC(=O)C2CCN(S(=O)(=O)c3c(C)n[nH]c3C)CC2)c1 | -5% | 11 | -16% | 2% | -4% | 0 | 11% | nt | i
Cc1ccc(C(=O)N2CCN(c3ccc(Cl)cc3)CC2)cc1 | -2% | 0 | -3% | 0% | -5% | 5 | 14% | 4% | i
Cn1c(SCC(=O)N2CCc3ccccc32)nnc1C1CC1 | nt | 1 | 2% | -6% | nt | 0 | 3% | 12% | i
CC1CCc2nc(NCCO)nc(C(F)(F)F)c2C1 (stereo not drawn) | 6% | 0 | 2% | -1% | -4% | 7 | 9% | 4% | i
CC1=C(C(=O)OCC2CCCO2)C(c2ccccc2)NC(=O)N1 (stereo not drawn) | 0% | 6 | 2% | -1% | 7% | 5 | 6% | 13% | i
Cc1ccc(CCNC(=O)C2CCN(S(=O)(=O)c3cccc4nonc34)CC2)cc1 | -14% | 5 | 5% | -7% | -18% | 0 | 10% | 10% | i
O=C(NCC1CCCO1)c1cccc(NC(=O)c2ccco2)c1 (stereo not drawn) | 0% | 1 | 6% | -2% | 6% | 6 | 1% | 1% | i
CCOc1cccc(/C(O)=C2/C(=O)C(=O)N(CCOC)C2c2ccco2)c1 (stereo not drawn) | -22% | 5 | -7% | 0% | -9% | 0 | 4% | 4% | i
Cc1cc(N2CCN(C(c3ccccc3)c3ccccc3)CC2)n2ncnc2n1 | 18% | 14 | -5% | 0% | 23% | 6 | 10% | nt | i
O=P(O)(O)COc1ccccc1P(=O)(c1ccccc1)c1ccccc1 | -18% | 14 | -27% | -12% | -7% | 6 | 12% | nt | i
O=C(OCc1nnc(-c2ccccc2)o1)c1cc(S(=O)(=O)N2CCOCC2)c(Cl)cc1Cl | 49% | 14 | -1% | 2% | 35% | 8 | 4% | -5% | i
O=c1cc(CNCCCO)c2ccccc2[nH]1 | -6% | 2 | -8% | -4% | 3% | 0 | 1% | 0% | i
CCOC(=O)c1ccccc1NC(=O)c1ccc(N(C)S(C)(=O)=O)cc1 | 10% | 12 | 6% | -4% | -5% | 1 | 7% | 4% | i
Cc1c(OCC(=O)OC(C)C)ccc2c3c(c(=O)oc12)CCC3 | -3% | 4 | -1% | -4% | -2% | 5 | 7% | 2% | i
CC1Oc2ccccc2N(CC(=O)Nc2ccc3c(c2)OCCO3)C1=O (stereo not drawn) | 1% | 13 | -5% | 4% | -1% | 0 | 10% | nt | i
CCN(CC)C(=O)N1CCN(C(=O)c2ccc(C)cn2)CC1 | -14% | 11 | -2% | -5% | -14% | 4 | 2% | 10% | i
CC(=O)Nc1ccc(C(=O)OC2CCOC2=O)cc1 (stereo not drawn) | -14% | 0 | -3% | -3% | -10% | 0 | 5% | 6% | i
COc1ccc(CN2C(=O)CN=C2Nc2cc(C)ccc2C)cc1 | 1% | 0 | -4% | 0% | 3% | 7 | 7% | -7% | i
C=CCn1c(=O)c2c3c(sc2n2c(Nc4ccc(OC)cc4)nnc12)CCCC3 | 11% | 1 | 5% | 1% | 8% | 2 | 13% | -4% | i
CCc1c(C)sc(NC(=O)OC)c1C(=O)N1CCCCC1 | -7% | 5 | 0% | 0% | -12% | 3 | -2% | -1% | i
CCCc1ccc(OCc2nc(-c3ccc(NC(=O)c4ccco4)cc3)no2)cc1 | -18% | 8 | -4% | 3% | -5% | 6 | 8% | -9% | i
CC(=O)c1c(C)[nH]c(C(=O)OCc2nnc(-c3ccccc3)o2)c1C | 3% | 15 | -7% | -2% | -4% | 0 | 19% | -11% | i | Spn PMK inh pilot replicates=2.0;MK inhibit pilot replicates=0.5;DPM-DC inhibit pilot screen %=0.0
COC(=O)CSc1nnc(CNC(=O)c2ccco2)n1-c1ccc(F)cc1 | -8% | 9 | 0% | -2% | -14% | 0 | 12% | nt | i
O=C(CSc1nnnn1-c1ccc2c(c1)OCCO2)c1cccc2c1OCCO2 | -5% | 9 | -14% | -10% | 10% | 10 | 9% | nt | i
O=C1CCC(=O)N1CNc1ccc(Oc2ccccc2)cc1 | -14% | 5 | 2% | -9% | -8% | 4 | 4% | 5% | i
COCCOC(=O)c1[nH]c2c(c1C)C(=O)CC(c1ccccc1)C2 (stereo not drawn) | 51%* | 19 | nt | 6% | 72%* | 0 | 14% | 10% | i
COC(=O)C1=C(C)N(c2cccc3ccccc23)C(=O)C1 | -14% | 0 | 3% | -6% | -12% | 6 | 4% | 2% | i
O=S(=O)(Nc1ccc2c(c1)nc1n2CCOC1)c1ccc(Cl)cc1 | -6% | 0 | -11% | -3% | 7% | 1 | 7% | 4% | i
CC(C)c1nnc(NC(=O)Cn2nc(-c3ccc4c(c3)OCCO4)ccc2=O)s1 | -1% | 8 | -13% | -3% | -2% | 4 | 8% | -3% | i
O=C(O)CCN1CCc2ccccc21 | -3% | 19 | -4% | -4% | -11% | 0 | 19% | nt | i
CC1CCc2sc3ncnc(N4CCOCC4)c3c2C1 (stereo not drawn) | -14% | 6 | -17% | -2% | -4% | 16 | 4% | nt | i
Brc1ccccc1-c1nnc(CSc2nncn2-c2ccccc2)o1 | -12% | 17 | -7% | -2% | -6% | 1 | 1% | nt | i
C#CCN(C#N)c1nc(NCC)nc(NC(C)C)n1 | 3% | 0 | -4% | 2% | 5% | 7 | -5% | 0% | i
Cc1ccc(S(=O)(=O)c2nc(S(C)(=O)=O)sc2N(C)C)cc1 | -11% | 7 | -14% | 4% | -7% | 12 | 2% | -1% | i
S=c1[nH]nc(-c2ccccc2)n1CC1CCCO1 (stereo not drawn) | -17% | 4 | 3% | -11% | -8% | 11 | 12% | 11% | i
N#Cc1c(-c2ccccc2)nc(SCc2nc(N)nc(N3CCCCC3)n2)[nH]c1=O | 9% | 11 | 1% | 1% | 7% | 7 | 8% | 3% | i | Spn PMK inh pilot replicates=10;MK inhibit pilot replicates=1.5;DPM-DC inhibit pilot screen %=1.0
CCCS(=O)(=O)N1CCN(C(=O)c2cccnc2)CC1 | -12% | 11 | -3% | -8% | 4% | 14 | 10% | 3% | i | Spn PMK inh pilot replicates=2.0;MK inhibit pilot replicates=0.0;DPM-DC inhibit pilot screen %=0.0
Cc1noc(C)c1S(=O)(=O)N1CCC(C(=O)NC2CCCc3ccccc32)CC1 (stereo not drawn) | -8% | 17 | nt | -11% | -4% | 0 | 7% | -12% | i
COc1ccc(-n2nnc3c(SCC(=O)c4ccccc4)ncnc32)cc1 | -16% | 4 | -12% | -10% | 4% | 6 | 8% | 12% | i
Cc1cc(-n2c(C)cc(C(=O)COc3ccc4ccc(=O)oc4c3)c2C)no1 | 10% | 12 | 8% | 3% | 23% | 0 | 10% | 2% | nt
O=c1nc(N2CCCC2)nc(Nc2ccccc2)[nH]1 | -2% | 14 | 1% | 0% | 17% | 6 | 14% | 7% | i | Spn PMK inh pilot replicates=0.5;MK inhibit pilot replicates=0.5;DPM-DC inhibit pilot screen %=0.0
Cn1c(=O)oc2cc(S(=O)(=O)N3CCCC(C(=O)N4CC=C(c5ccccc5)CC4)C3)ccc21 (stereo not drawn) | 10% | 7 | -5% | -2% | 11% | 7 | 20% | 15% | i

Some of these compounds in order of count of non-hydrogen atoms, ascending:
SMILES | HPDE-C7 cytotoxicity | Spn PMK inh | HT1080 viability | Bfl-1 displacement | KRASV12 cytotoxicity | MK inhibit | TNAP inhibition | LYP inhibition | DPM-DC inhibit | others
CC1CCc2sc3ncnc(N4CCOCC4)c3c2C1 (stereo not drawn) | -14% | 6 | -17% | -2% | -4% | 16 | 4% | nt | i
Cc1noc(C)c1S(=O)(=O)N1CCC(C(=O)NC2CCCc3ccccc32)CC1 (stereo not drawn) | -8% | 17 | nt | -11% | -4% | 0 | 7% | -12% | i
N#Cc1c(-c2ccccc2)nc(SCc2nc(N)nc(N3CCCCC3)n2)[nH]c1=O | 9% | 11 | 1% | 1% | 7% | 7 | 8% | 3% | i | Spn PMK inh pilot replicates=10;MK inhibit pilot replicates=1.5;DPM-DC inhibit pilot screen %=1.0

An unsorted share of the library. Share with any hit: about 3.3%.
